Screening results: PubChem, several laboratories
RGS4 pot: RGS4 potentiation or activation; B-score at 10 µM; HEK293 M3R/inducible RGS4, carbachol calcium flux Fluo4; stronger effect = lower value; actives 0.92% (n = 310,000); AID 463111;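 active = B-score of the integrated calcium signal more than 4 SD below the library mean, with starting fluorescence not abnormally high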;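 also: negative B-score means reduced calcium response which marks RGS4 activation or potentiation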
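Assay system: Inducible-RGS4 HEK293 cells carrying M3 receptor | Schedule: Compound preincubation 20 min at room temperature before agonist | Signal: Kinetic calcium fluorescence imaging with Fluo4-AM dye, 2 µM | Read-out basis: B score from integrated fluorescence ratio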
RGS4 inh: inhibitors of human RGS4. P49798. HEK293 M3R/RGS4 inducible, Fluo-4 calcium flux; stronger effect = higher value; triggered by carbachol at its EC20. B-score at 10 µM. actives 0.45% (n = 310,000);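 active = B-score, a plate-corrected calcium signal, over three deviations above library mean, with baseline fluorescence within five deviations of library mean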;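 also: RGS4 expression induced by doxycycline in cells with stable M3 receptor; B-score is computed from the integrated fluorescence ratio over baseline after carbachol; higher B-score means a larger calcium signal and so more RGS4 inhibition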
Target sequence (P49798 whole entry, looked up): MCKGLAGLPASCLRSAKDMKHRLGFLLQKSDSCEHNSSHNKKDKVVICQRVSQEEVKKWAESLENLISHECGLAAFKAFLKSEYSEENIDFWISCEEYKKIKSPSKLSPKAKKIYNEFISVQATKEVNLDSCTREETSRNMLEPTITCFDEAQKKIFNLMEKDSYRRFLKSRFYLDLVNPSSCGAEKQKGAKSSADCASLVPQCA
KCNQ1 block: inhibitors of human KCNQ1 potassium channel | CHO-K1 KCNQ1, FluxOR thallium flux fluorescence; stronger effect = higher value | actives 1.3% (n = 310,000) | P51787 | B-score at 10 µM;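 active = compounds whose thallium flux B-score, printed positive for inhibition, exceeds three library SD while starting fluorescence stays within three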;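 also: channel opened by potassium depolarization with thallium stimulus after 20 min compound exposure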
KCNK3 inh: human KCNK3 channel inhibition, primary screen; O14649; CHO-KCNK3 thallium flux, FluxOR fluorescence; stronger effect = lower value; B-score at 10 µM; actives 0.84% (n = 340,000);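 active = B-score under library mean minus 4 SD, starting fluorescence ratio at most library mean plus 5 SD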;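 also: more negative B-score means stronger inhibition of thallium flux through KCNK3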
Target sequence (O14649 whole entry, looked up): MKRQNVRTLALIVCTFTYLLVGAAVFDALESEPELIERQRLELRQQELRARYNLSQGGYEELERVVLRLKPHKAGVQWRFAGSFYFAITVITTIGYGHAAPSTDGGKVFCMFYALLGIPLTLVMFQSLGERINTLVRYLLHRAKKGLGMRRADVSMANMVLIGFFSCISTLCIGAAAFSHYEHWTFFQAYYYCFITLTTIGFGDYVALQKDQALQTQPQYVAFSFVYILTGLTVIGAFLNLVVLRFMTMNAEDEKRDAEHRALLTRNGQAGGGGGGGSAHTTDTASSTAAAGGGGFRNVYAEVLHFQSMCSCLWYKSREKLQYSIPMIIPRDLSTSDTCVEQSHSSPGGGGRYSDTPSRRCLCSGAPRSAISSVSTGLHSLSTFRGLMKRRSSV
GSK3B inh: inhibitors of human GSK3beta kinase | P49841 | GST-GSK3beta kinase, ADP-Glo luminescence, 60 min; stronger effect = lower value | activity score (negative = inhibition), % at 10 µM | actives 0.038% (n = 300,000) | AID 2097;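 active = more than half of replicate wells score below -50%, meaning over 50% inhibition versus plate controls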;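 also: 0% = median DMSO wells and -100% = median GW8510 positive control wells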
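Assay system: GST-tagged human GSK3beta kinase, cell-free; Input: 1.6 ng GSK3beta; Medium: Tris/MgCl2 kinase buffer; Timing: 60 min enzyme reaction, room temperature; Signal: ADP-Glo luminescence quantifying ADP generated by kinase; Evaluation: score relative to plate controls; Benchmarks: DMSO neutral wells and GW8510 at 20 µM as positive.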
Dyrk1A ADPGlo: inhibitors of rat Dyrk1A kinase; ADP-Glo luminescence, NFATc1 peptide; inhibition, % at 12.5 µM; actives 0.43% (n = 310,000); Q63470; in the data active = inhibition above about 50%;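 also: plate controls were vehicle with enzyme for no effect and no enzyme for full effect; many of its hits are not listed in these tables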
GSK3A inh: inhibitors of human GSK-3 alpha kinase; P49840; ADP-Glo luminescence, 60 min; inhibition, % at 10 µM; actives 0.1% (n = 320,000); AID 2650;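 in the data active = inhibition above about 50%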;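 also: GST-tagged GSK-3 alpha with peptide substrate and 25 µM ATP; 0% = DMSO neutral wells and 100% = GW8510 positive control wells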
Target sequence (P49840 whole entry, looked up): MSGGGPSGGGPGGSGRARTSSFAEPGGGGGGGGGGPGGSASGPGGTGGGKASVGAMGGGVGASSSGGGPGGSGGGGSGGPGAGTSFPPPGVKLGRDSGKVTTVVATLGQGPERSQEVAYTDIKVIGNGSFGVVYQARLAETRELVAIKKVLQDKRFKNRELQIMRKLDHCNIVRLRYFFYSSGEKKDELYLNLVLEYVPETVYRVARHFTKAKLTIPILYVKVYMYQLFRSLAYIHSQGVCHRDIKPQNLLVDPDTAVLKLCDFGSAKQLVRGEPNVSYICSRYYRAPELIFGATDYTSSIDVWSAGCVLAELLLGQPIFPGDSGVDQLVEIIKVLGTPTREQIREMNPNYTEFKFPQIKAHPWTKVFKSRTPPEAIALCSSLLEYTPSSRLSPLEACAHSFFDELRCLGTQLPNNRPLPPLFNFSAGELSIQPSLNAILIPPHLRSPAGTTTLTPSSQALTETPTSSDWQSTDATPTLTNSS
KCNQ1 pot: potentiators or activators of human KCNQ1 potassium channel | B-score at 10 µM | AID 2648 | actives 0.35% (n = 310,000) | P51787 | CHO-K1 KCNQ1, thallium flux FluxOR fluorescence; stronger effect = higher value;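 active = fluorescence ratio B-score, a plate-corrected score, at least three library SD, with initial intensity B-score within 5 SD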
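Doses: Single concentration per compound, DMSO matched to controls | Test system: KCNQ1-transfected CHO-K1 cells | Timing: 90 min dye loading and 20 min compound exposure, both at room temperature | Measured by: Kinetic FluxOR thallium fluorescence, 10-s 1-Hz baseline, 110-s post-stimulus read | Medium: Assay buffer with matched DMSO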
KCNK9 inh: human KCNK9 channel inhibition; B-score at 10 µM; actives 1.2% (n = 310,000); AID 488922; Q9NPC2; HEK293 KCNK9, FluxOR thallium flux fluorescence; stronger effect = lower value;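 active = ratio B-score over 3 SD below the library mean, with starting fluorescence within 5 SD of its mean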;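 also: negative B-score means less thallium flux so channel inhibition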
PolyA inh: blocks polyadenylation in yeast reporter cells | S. cerevisiae SKY197-pL101 polyadenylation reporter, beta-gal luminescence; efflux-impaired pdr1/pdr3 knockout yeast; score 100 = 6 SD above DMSO | calls only at 12 µM | actives 0.02% (n = 300,000);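 active = lowest replicate activity score at least 50, where 100 means six control SD above control mean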;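 also: yeast exposed to compound for 9 h at 30 °C; higher score means more reporter readthrough which indicates perturbed polyadenylation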
hERG protect: shields human hERG channel from block by proarrhythmic agents | Q12809 | CHO-hERG, FluxOR thallium flux, dofetilide IC70 present | activation (rescue from dofetilide block), less the hit threshold, % at 10 µM | actives 0.51% (n = 310,000);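 active = activation above the mean of controls blocked by dofetilide plus 5 SD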;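 also: thallium influx through hERG after potassium depolarization seen as dye fluorescence rise; in these data hits start at about 4.7%; inactives centre near -7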
Numbers without * were called inactive; i = inactive; . = not tested or not shown. Some of the compounds tested; the hit share may differ from the screen's.

SMILES	RGS4 pot	RGS4 inh	KCNQ1 block	KCNK3 inh	GSK3B inh	Dyrk1A ADPGlo	GSK3A inh	KCNQ1 pot	KCNK9 inh	PolyA inh	hERG protect
CCc1nc(SCC(=O)N2CCCCCC2)c2c(=O)n(C)c(=O)n(C)c2n1	-7.65*	i	i	i	-3.8	-3.6	-2.2	i	i	i	-13.9
CC(C)CCNC(=O)CCn1c(=S)oc2ccccc21	i	i	i	i	2.1	-8.0	-1.6	i	i	i	-10.6
COc1ccc(C(Nc2ccccn2)c2c(NC(=O)c3ccco3)sc(C)c2C)cc1 (stereo not drawn)	i	i	i	i	-1.5	-2.2	-1.1	i	i	i	-6.2
Cc1onc(-c2ccccc2)c1C(O)c1ccc(F)cc1 (stereo not drawn)	i	i	i	i	-2.1	0.0	-0.8	i	i	i	-5.9
COc1ccccc1C(=O)NC(=O)COC(=O)CCOc1cc(C)ccc1C	i	i	i	i	7.1	-2.5	-1.1	i	i	i	-6.9
COc1ccccc1CCC(=O)OCC(=O)NC1CCCC1	i	i	i	i	-0.4	2.9	-2.1	i	i	i	-10.6
Cc1nn(C)c(C)c1CCC(=O)O	i	i	i	i	-1.8	-2.2	-0.9	i	i	i	-9.8
O=C(NCCc1cnc[nH]1)c1cccs1	i	i	i	i	-5.0	0.1	1.8	i	i	i	-3.5
COc1ccc(-c2cc(C(=O)Nc3cc(C)on3)no2)cc1OC	i	i	i	i	-1.7	6.3	-5.9	i	i	i	-11.3
C/C(Cn1nnc([N+](=O)[O-])n1)=N\NC(=O)c1ccc(O)cc1	i	i	i	i	-3.0	-3.2	4.4	i	i	i	-9.4
O=C(O)Cc1ccc(NS(=O)(=O)c2ccccc2Br)cc1	i	i	i	i	1.4	-4.8	.	i	i	i	-5.7
Cc1cc2c(NC(=O)CC(C)(C)CC(=O)O)cccc2nn1	i	i	i	i	2.0	3.8	0.0	i	i	i	-5.6
Cc1cc([N+](=O)[O-])ccc1NC(=O)CSc1nncn1-c1ccccn1	i	i	i	i	2.3	-2.4	-1.6	i	i	i	0.1
O=C(O)CSc1nnc(COc2ccccc2)n1-c1ccccc1	i	i	i	i	2.9	11.8	-0.9	i	i	i	-11.6
CCOc1ccc(-n2c(O)c(/C=N/Nc3nnc(C)c(=O)[nH]3)c3ccccc3c2=O)cc1	i	i	i	i	0.3	35.6	-0.7	i	i	i	-5.7
O=C(COC(=O)c1ccccn1)Nc1ncc(C(F)(F)F)cc1Cl	i	i	i	i	-1.9	-0.6	-4.4	i	i	i	-3.5
CCCCn1c(NCCN(C)C)nc2c1c(=O)[nH]c(=O)n2C	i	i	i	i	0.6	-6.1	1.0	i	i	i	-9.2
Nc1nc(N)nc(-c2ccc(Oc3ccccc3)cc2)n1	i	i	i	i	-2.7	12.3	1.9	i	i	i	1.1
C/C(=N\NC(=O)c1c(Cl)c(C)nn1C)c1cccc(NC(=O)c2cccc(F)c2)c1	i	i	i	i	3.8	-2.0	0.8	i	i	i	-2.8
COc1ccc(-c2csc(NC(=S)NC(=O)/C=C/c3ccco3)n2)cc1OC	i	i	i	i	1.5	-0.1	-0.4	i	i	i	-6.2
Cc1cc2cc(CN(Cc3ccco3)C(=O)NCc3ccccc3)c(=O)[nH]c2cc1C	i	i	i	i	0.4	-0.1	-2.6	i	i	i	-11.3
COCCNC(=O)Nc1ccc2nc(-c3cccs3)c(-c3cccs3)nc2c1	i	i	i	i	-6.9	7.8	2.2	i	i	i	-9.3
O=c1[nH]c(C2CCN(S(=O)(=O)c3ccc(C(F)(F)F)cc3)CC2)nc2c1nnn2Cc1cccc(F)c1	i	i	i	i	-0.8	7.1	-0.7	i	i	i	-4.6
CC1=C([N+](=O)[O-])C(c2ccccc2Cl)NC(=O)N1C (stereo not drawn)	i	i	i	i	-2.7	-3.6	-0.4	i	i	i	-6.5
CCc1n[nH]c(=S)n1/N=C/c1cc(Br)c(O)c(OC)c1	i	i	i	i	1.2	-1.4	5.9	i	i	i	-7.7
SMILES	RGS4 pot	RGS4 inh	KCNQ1 block	KCNK3 inh	GSK3B inh	Dyrk1A ADPGlo	GSK3A inh	KCNQ1 pot	KCNK9 inh	PolyA inh	hERG protect
O=C(NC1=NCCCCC1)c1cccc2ccccc12	i	i	i	i	0.4	.	1.9	i	i	i	-4.0
Cc1ccc(-c2nn3c(C)nnc3c3ccccc23)cc1S(=O)(=O)NCCO	i	i	i	i	-0.7	2.2	3.2	i	i	i	-5.3
Cc1ccc(NC2CCCN(C(=O)C3CCCC3)C2)cc1C (stereo not drawn)	i	i	i	i	-1.3	1.6	-2.1	i	i	i	-6.3
COc1ccc(CNC(=O)c2cc(=O)c3cc(C)cc(C)c3o2)cc1	i	i	i	i	0.6	-1.7	-0.8	i	i	i	-2.2
O=C(CN(C(=O)C1CSC(=O)C1)c1ccccc1F)NCc1ccc2c(c1)OCO2 (stereo not drawn)	i	i	i	i	2.3	0.6	-4.4	i	i	i	-1.9
COc1ccc(/C=C/C(=O)OC(C)CN2CCOCC2)cc1 (stereo not drawn)	i	i	i	i	0.7	-5.5	-4.5	i	i	i	-7.6
COc1ccsc1C(=O)NCCN1CCOCC1	i	i	i	i	1.9	-2.3	-0.7	i	i	i	0.7
CCCCN(CC)S(=O)(=O)c1ccc2c(c1)CCCN2C(C)=O	i	i	i	i	6.8	5.7	4.3	i	i	i	-6.8
CC(C)[C@H](Nc1ccc(S(=O)(=O)N2CCOCC2)cc1[N+](=O)[O-])C(=O)OCC(N)=O	i	i	i	i	-4.7	-3.5	-2.5	i	i	i	-8.0
Cc1ccc(/C(N)=N/OC(=O)Cc2cccs2)cc1	i	i	i	i	2.8	6.4	-1.0	i	i	i	-14.8
CCCC(O)(c1ccc(OC)cc1)C(CN1CCOCC1)c1ccc(Cl)cc1 (stereo not drawn)	i	i	i	i	4.1	-2.1	-4.3	i	i	i	-7.0
O=C(COc1ccc(S(=O)(=O)NC2CCCCC2)cc1Cl)N1CCN(c2ccccc2)CC1	i	i	i	i	-4.2	7.0	.	i	i	i	-9.0
COc1ccc(/C=C/c2ccccc2)cc1[C@H]1[C@@H]2C=CCC[C@@]2(C)C(=O)N1Cc1ccccc1	i	i	i	i	-1.4	-0.8	-1.8	i	i	i	-8.9
O=c1oc2ccccc2c2oc3cc(O)c(O)cc3c12	i	i	i	i	-3.8	11.1	0.6	i	i	i	-8.2
COCCCn1c(=O)c2sccc2n2c(CCCC(=O)NCc3ccccc3OC)nnc12	i	i	i	i	2.3	-2.1	-0.5	i	i	i	-11.9
O=C(CCCC1=NS(=O)(=O)c2ccccc2N1)N1CCN(c2ccccc2)CC1	i	i	i	i	-3.1	-1.6	.	i	i	i	-17.3
CCOc1ccccc1N1CCN(C(=O)NC2CCCCC2)CC1	i	i	i	i	-7.2	2.3	0.2	i	i	i	-12.9
Cc1cccc(C)c1N/C=C/c1onc(C)c1[N+](=O)[O-]	i	i	i	i	0.8	-0.1	-1.9	i	i	i	-9.4
CCc1ccc(NC(=O)COC(=O)C2(c3ccc(Cl)cc3)CCCC2)cc1	i	i	i	i	-2.2	0.7	3.9	i	i	.	-9.7
CC(C)(C)C(=O)N1CCN(c2ccc(NC(=O)c3ccco3)cc2)CC1	i	i	i	i	-0.3	-2.2	-2.6	i	i	i	-5.0
CC(=O)c1ccc(N2CCN(C(=O)CCCn3c(=O)[nH]c4ccc(Br)cc4c3=O)CC2)cc1	i	i	i	i	2.9	-5.9	1.9	i	i	i	-13.0
CC(C)c1ccc2[nH]c3c(c2c1)CCCC3=O	i	i	i	i	0.3	.	0.7	i	i	i	1.2
N#C/C(=C(/O)CN1CCN(c2ccccc2F)CC1)c1nc(-c2ccccc2)cs1	i	i	i	i	2.5	-5.3	-1.5	i	i	i	-4.9
O=C(Nc1ccc(NC(=O)c2ccccn2)cc1)C(=O)Nc1ccc2c(c1)OCCO2	i	i	i	i	0.9	-1.9	-7.2	i	i	i	-5.5
COc1cc(C(=O)N2CCNCC2)cc(OC)c1OC	i	i	i	i	-6.1	-5.6	-0.1	i	i	i	-2.1
SMILES	RGS4 pot	RGS4 inh	KCNQ1 block	KCNK3 inh	GSK3B inh	Dyrk1A ADPGlo	GSK3A inh	KCNQ1 pot	KCNK9 inh	PolyA inh	hERG protect
O=C1C2(CCCC13COC(c1ccc(O)cc1)OC3)COC(c1ccc(O)cc1)OC2 (stereo not drawn)	i	i	i	.	-1.0	.	1.3	i	i	i	-11.9
O=C(Nc1ccc2c(c1)OCCO2)c1cccc(C(=O)Nc2ccc3c(c2)OCCO3)c1	i	i	i	i	4.0	5.0	0.0	i	i	i	-8.4
Cc1cccc(N2C(=O)CC(N3CCN(c4ccc(Cl)cc4)CC3)C2=O)c1 (stereo not drawn)	i	i	i	i	-2.7	-3.7	0.5	i	i	i	-8.1
CCC(NS(=O)(=O)c1ccc(C)cc1)C(=O)N1CCOCCOCCOCCOCC1 (stereo not drawn)	i	i	i	i	2.7	-1.5	-1.0	i	i	i	-11.1
C/C=C/c1ccccc1OCc1ccc(C(=O)O)o1	i	i	i	i	3.9	-4.5	-5.4	i	i	i	-8.4
c1ccc(C2OC3c4cccc5cccc(c45)C3N2c2ccccc2)cc1 (stereo not drawn)	i	i	i	i	-2.2	-6.9	1.4	i	-7.88*	i	-13.0
c1ccc(Cc2nnc3sc(Nc4ccccc4)nn23)cc1	i	i	i	i	-3.8	3.6	5.5	i	i	i	-7.5
Cn1nnc(NC(=S)NC(=O)c2ccco2)n1	i	i	i	i	1.5	1.4	-2.7	i	i	i	-2.1
CCC(C)NC(=O)CCNS(=O)(=O)c1ccc(Br)cc1 (stereo not drawn)	i	i	i	i	0.0	.	-0.8	i	i	i	-12.1
CC(=O)C1=C(O)C(=O)N(c2ccc(C(=O)O)cc2)C1c1ccccc1 (stereo not drawn)	i	i	i	i	2.6	-0.8	-2.5	i	i	i	-7.2
COc1cc(OC)cc(C(=O)N/N=C(\C)CC(=O)Nc2ccccn2)c1	i	i	i	i	0.2	1.0	-4.4	i	i	i	-3.3
Cc1ccc(S(=O)(=O)NCC(=O)NCC2CCCCC2)cc1C	i	i	i	i	.	-2.3	2.3	i	i	i	-5.0
Cc1ccc2nc(-c3ccc4c(c3)OCCO4)cn2c1	i	i	i	i	-5.8	3.4	-0.5	i	i	i	-2.4
